TRHR agonist: qHTS for Small Molecule Agonists and Allosteric Enhancers of Human TRH Receptor: Primary Screen for Agonists | Thyrotropin-releasing hormone receptor (Homo sapiens), P34981 | activation, % at 2 µM | 360,000 compounds, 0.18% hits | TRHR cells, calcium flux fluo-8, FDSS agonist mode; note: 0% is about no effect
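Fluo-8-loaded TRHR cells; 10 s baseline, compound added, kinetic Ca2+ fluorescence read 1/s, agonist mode.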
TRHR PAM: qHTS for Small Molecule Agonists and Allosteric Enhancers of Human TRH Receptor: Primary Screen for Enhancers; Thyrotropin-releasing hormone receptor (Homo sapiens), P34981; TRHR cells, fluo-8 calcium fluorescence, EC20 TRH enhancement; enhancement, % at 2 µM; 360,000 compounds, 0.66% hits; AID 493056, 2011; in the data active = enhancement above about 30%; note: 0% is about no effect
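Enhancer read-out: after compound pinning and an initial kinetic agonist-mode read, an EC20 of TRH (10 nM final) was injected and fluo-8 calcium signal (Ex 480/Em 530) followed at 1 s/cycle for 100 cycles in TRHR-expressing cells.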
D1 antagonist: Antagonist of Human D 1 Dopamine Receptor: qHTS; activity change, negative = inhibition, % at 10 µM; 360,000 compounds, 3.2% hits; D(1A) dopamine receptor (Homo sapiens), P21728; HEK293 TREx D1 cells, calcium flux, dopamine EC80; stronger effect = lower value; in the data active = activity change below about -30%; note: % is set by controls: 0 for no effect and ±100 for the full control effect
Target sequence (P21728 whole entry, looked up): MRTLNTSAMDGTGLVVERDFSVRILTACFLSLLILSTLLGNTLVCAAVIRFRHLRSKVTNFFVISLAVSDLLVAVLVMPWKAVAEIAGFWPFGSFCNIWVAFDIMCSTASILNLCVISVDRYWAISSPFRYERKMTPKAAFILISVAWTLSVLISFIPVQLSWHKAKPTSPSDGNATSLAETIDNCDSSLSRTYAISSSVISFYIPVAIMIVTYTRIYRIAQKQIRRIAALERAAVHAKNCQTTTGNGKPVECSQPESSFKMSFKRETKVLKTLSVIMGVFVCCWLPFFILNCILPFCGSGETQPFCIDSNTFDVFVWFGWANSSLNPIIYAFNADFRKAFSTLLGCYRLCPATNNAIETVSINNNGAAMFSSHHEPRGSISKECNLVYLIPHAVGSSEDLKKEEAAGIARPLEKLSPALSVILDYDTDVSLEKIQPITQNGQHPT
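After overnight tetracycline induction at 30 C, force-coupled D1 HEK293 cells took up a no-wash calcium dye at room temperature. Compounds were added and monitored 180 s, and the response to EC80 dopamine was then recorded.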
D1 agonist: Allosteric Agonists of the Human D1 Dopamine Receptor: qHTS | AID 504660, 2011 | HEK293 T-REx D1 cells, calcium flux, agonist mode | activation, % at 2 µM | D(1A) dopamine receptor (Homo sapiens), P21728 | 360,000 compounds, 1% hits; note: 0% is about no effect
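Tetracycline-induced HEK293 TREx D1 cells, force-coupled to calcium signalling, were dye-loaded with a no-wash calcium kit. Compound was pin-added after a 10 s baseline. Fluorescence was read kinetically at 1 cycle/s for 180 s, with calcium rises flagged as agonism.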
D2 antag: HTS Assay for Allosteric Antagonists of the Human D2 Dopamine Receptor: Primary Screen for Antagonists | AID 485344, 2010 | inhibition, % at 10 µM | HEK293 TREx D2 cells, calcium flux, dopamine EC80 | D(2) dopamine receptor (Homo sapiens), P14416 | 340,000 compounds, 2% hits; in the data active = inhibition above about 30%; note: 0% is about no effect
Target sequence (P14416 whole entry, looked up): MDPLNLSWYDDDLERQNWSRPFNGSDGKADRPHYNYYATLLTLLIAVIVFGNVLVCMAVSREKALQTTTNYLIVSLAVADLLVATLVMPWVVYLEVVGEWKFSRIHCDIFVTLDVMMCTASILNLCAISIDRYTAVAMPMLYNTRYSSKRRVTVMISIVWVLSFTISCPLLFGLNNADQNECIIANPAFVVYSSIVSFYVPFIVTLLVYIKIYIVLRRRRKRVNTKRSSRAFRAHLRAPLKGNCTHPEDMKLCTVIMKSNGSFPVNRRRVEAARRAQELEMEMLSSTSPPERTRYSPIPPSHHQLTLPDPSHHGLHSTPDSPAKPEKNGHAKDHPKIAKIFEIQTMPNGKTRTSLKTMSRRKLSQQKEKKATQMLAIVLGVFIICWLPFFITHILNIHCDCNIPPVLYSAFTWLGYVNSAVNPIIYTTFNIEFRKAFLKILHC
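Calcium mobilization kinetics were recorded at 1 s intervals in tetracycline-induced HEK293 T-REx D2 cells, first for 180 s after compound addition and then 180 s after EC80 dopamine.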
D2 potentiator: HTS Assay for Positive Allosteric Modulators of the Human D2 Dopamine Receptor: Primary Screen for Potentiators; D(2) dopamine receptor (Homo sapiens), P14416; HEK293 T-REx D2, calcium flux, EC20 dopamine potentiation; potentiation, % at 10 µM; 340,000 compounds, 0.34% hits; AID 485347, 2010;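 active = potentiation over 3 SD above the plate norm, cut at about 30% in these data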; note: 0% is about no effect
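Using a no-wash calcium dye in inducible, force-coupled HEK293 Trex cells expressing D2, we tracked fluorescence each second for 180 s after compound, then for 180 s after EC20 dopamine to detect augmented signalling.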
D1 potentiator: Potentiators of Human D1 Dopamine Receptor: qHTS; HEK293 TREx D1 cells, calcium flux, dopamine EC20 potentiation; D(1A) dopamine receptor (Homo sapiens), P21728; 360,000 compounds, 0.036% hits; AID 504651, 2011; potentiation, % at 10 µM; in the data active = potentiation above about 30%; note: 0% is about no effect
RXFP1 antagonist: qHTS Assay for Antagonists of the Relaxin Receptor RXFP1. 350,000 compounds, 0.59% hits. HEK293-RXFP1, relaxin-stimulated cAMP HTRF, 30 min; stronger effect = lower value. activity change, negative = inhibition, % at 57.5 µM. Relaxin receptor 1 (Homo sapiens), Q9HBX9. AID 1259400, 2018;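 active = activity change of -60% or lower, but not beyond a set lower limit; inconclusive = change between -60% and -40%, or beyond the set limit; inactive = change above -40%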; note: % is set by controls: 0 for no effect and ±100 for the full control effect
D2 ag: HTS Assay for Allosteric Agonists of the Human D2 Dopamine Receptor: Primary Screen for Agonists; D(2) dopamine receptor (Homo sapiens), P14416; 340,000 compounds, 0.53% hits; activation, % at 2 µM; HEK293 T-REx D2 cells, calcium flux agonist mode;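 active = activation over 3 SD above normal in the single-dose calcium agonist read, cut at about 30% in these data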; note: 0% is about no effect
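In this primary screen, compounds producing a positive calcium signal within 180 s of addition to tetracycline-induced, force-coupled HEK293 Trex D2 cells are flagged; cells are dye-loaded with a no-wash calcium kit beforehand.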
* = called active by the depositor; ? = inconclusive; / = not tested or not shown; & = joins results of further samples. Cut-off read from the data, not from the text of the source, unless noted: active = activation above about 30%; inactive = the rest.

structure | TRHR agonist | TRHR PAM | D1 antagonist | D1 agonist | D2 antag | D2 potentiator | D1 potentiator | RXFP1 antagonist | D2 ag
CCc1cc2cc(C(=O)Nc3ccc(F)cc3)sc2s1 | 0.2 | 0 | -10 | 0 | 16 | 27 | -4 | 10 | -0.6
O=C(CSc1nnc(-c2csc3c2CCCC3)o1)Nc1ccccc1 | -1.0 | 4 | -15 | 0 | -14 | 3 | / | / | -0.8
Cc1ccc(OCCNC(=O)CCNC(=O)c2ccc(Cl)cc2)cc1 | -0.3 | -5 | 8 | 1 | 9 | 3 | -6 | -4 | -0.8
CCC(C)(C)NC(=O)C(c1ccc(OC)cc1)N(Cc1ccc(OC)cc1)C(=O)CCC(=O)Nc1cc(C)on1 (stereo not drawn) | 0.9 | 3 | 15 | 4 | -20 | -8 | 1 | 0 | -1.0
CCOC(=O)C1=C(c2ccccc2)N=C2SCC(=O)N2C1c1cccc(OC)c1 (stereo not drawn) | 0.4 | -2 | 4 | 9 | -12 | 3 | 4 | -6 | -2.2
Cc1cccc(-c2cc3nc(-c4ccccc4)cc(=O)n3[nH]2)c1 | 2.8 | -3 | -7 | 5 | -8 | -8 | -10 | 2 | 0.4
COc1cccc(C(=O)N(Cc2cccc(Cl)c2)Cc2ccco2)c1 | 0.0 | -11 | -12 | 9 | / | 2 | -3 | -6 | -0.5
CN(c1ccc(OCC(=O)Nc2ccc3[nH]c(=O)[nH]c3c2)cc1)S(=O)(=O)c1ccc(Cl)cc1 | -0.6 | 1 | 6 | 4 | 9 | 0 | -3 | -1 | 0.5
CCn1nnnc1SCC(=O)c1ccc(C)cc1 | -0.2 | 1 | -15 | 0 | 5 | -4 | 0 | 9 | -1.1
N#Cc1nc(COc2ccccc2F)oc1N1CCCCCC1 | -1.1 | -3 | 10 | -1 | -5 | 10 | -2 | 1 | -0.3
COc1ccc(-c2cc(C(=O)N/N=C(\C)c3ccco3)c3ccccc3n2)c(OC)c1 | -0.2 | -5 | -1 | 1 | -5 | 17 | 8 | 3 | -1.4
COc1ccccc1C(=O)Nc1nnc(SCC(=O)Nc2ccc3c(c2)oc2ccccc23)s1 | 0.0 | 0 | 9 | 4 | 12 | 7 | 6 | -22 | 0.1
COC(=O)c1cc2ccsc2n1CC(=O)Nc1cc(Cl)ccc1OC | -0.5 | 3 | 2 | 3 | -15 | -2 | 1 | -10 | 1.3
O=C(O)c1ccc(NS(=O)(=O)c2ccc3c(c2)C(=O)c2ccccc2C3=O)cc1 | -0.1 | -2 | -13 | 1 | -8 | 2 | -1 | 12 | -0.2
CCS(=O)(=O)n1nc(-c2ccc(Cl)cc2)nc1SCc1ccccc1 | 1.1 | -1 | 10 | 3 | -4 | -11 | -8 | -8 | -0.3
CCOc1ccccc1NC(=O)CN1CCN(C(=O)C2CCCO2)CC1 (stereo not drawn) | -0.6 | -1 | -25 | 3 | -5 | 2 | 7 | -1 | 0.0
Cc1noc(NS(=O)(=O)c2ccc(NC(=O)c3cc(F)c(F)c(F)c3F)cc2)c1C | -0.2 | 17 | 4 | 2 | -1 | 12 | -3 | 6 | 0.0
CC1CCCCN1S(=O)(=O)c1ccc2c(c1)oc(=O)n2CC(=O)Nc1ccc(Cl)cc1 (stereo not drawn) | 0.3 | -7 | -20 | 5 | / | -4 | 1 | -3 | 0.6
CCOc1ccc(-c2cc3nc(C4CCN(C(=O)OC(C)(C)C)CC4)c(C(=O)Nc4c(C)cccc4C)cn3n2)cc1 | -0.8 | -3 | 9 | 1 | / | -6 | 2 | -22 | /
CCN(CC)CCNC(=O)c1ccc(NC(=O)c2cc(-c3ccncc3)nc3ccccc23)cc1 | 1.0 | -4 | 11 | 4 | 3 | -17 | -2 | -9 | 0.4
CC(=O)Nc1nc2c(s1)CCc1ccccc1-2 | -1.7 | 13 | 3 | 0 | 12 | -9 | -4 | -2 | 0.5
O=C(Nc1ccc(OC(F)(F)F)cc1)c1cccc(-n2cnnn2)c1 | 5.7 | -4 | -27 | 13 | -12 | -3 | -4 | -7 | 1.0
CCN(CC)C(=O)/C=C/c1ccccc1 | 0.5 | 0 | / | -2 | 23 | 11 | 1 | / | -0.7
CC(=O)OC(C)C(=O)NS(=O)(=O)c1ccc(C)cc1 (stereo not drawn) | 0.4 | 1 | 14 | -2 | -8 | 5 | -3 | 14 | 0.8
CN1C(=O)[C@H]2[C@@H](/C=C/c3ccccc3)N3C(=O)CN(Cc4ccccn4)C(=O)[C@@]3(C)[C@H]2C1=O | 0.1 | -2 | 10 | 0 | 3 | -1 | 0 | / | 0.3
O=C(CNC(=O)c1ccc(F)cc1)OCc1cc(=O)n2nc(C3CCCCC3)sc2n1 | -0.6 | -6 | 10 | 1 | / | -3 | -5 | / | 0.2
O=C(Nc1ccc(OC(F)F)cc1)c1cc(S(=O)(=O)N2CCOCC2)ccc1F | -0.1 | -3 | -9 | 0 | -6 | -2 | -6 | -6 | -0.9
CC(C)(C)c1ccc(-n2ncc3c2CCCC3NC(=O)CN2CCOC2=O)cc1 (stereo not drawn) | 0.2 | -6 | -42* | 7 | -7 | 1 | -7 | 2 | 2.2
COCCCNC(=O)c1ccc2nc(Cc3ccc(OC)cc3)oc2c1 | 0.5&0.1 | 2&4 | -1&-17 | 4&5 | -9 | -7&-7 | -2&-4 | 7&-15 | 0.8&-0.6
Cc1cccc(C)c1NC(=S)N1CCOCC1 | 0.5 | 3 | -5 | 4 | 7 | 0 | 1 | 10 | -0.6
O=C(c1cc(O)c(O)c([N+](=O)[O-])c1)c1ccccc1F | -0.2 | 14 | 1 | -1 | 2 | -3 | -3 | / | -1.4
N=c1c[n+](-c2ccc(Cl)cc2)[n-]o1 | -0.8 | 4 | 13 | 0 | 0 | -4 | 6 | -3 | 0.5
CN1CCN(S(=O)(=O)c2ccc(N(C)Cc3cccs3)nc2)CC1 | -0.5 | 4 | -38* | 6 | / | 10 | -10 | 6 | /
N=C(N)N1CCc2ccccc21 | 0.2 | -7 | -17 | 2 | 21 | 5 | -10 | -19 | -0.7
CC(C)c1ccc(NC(=O)c2cc(S(=O)(=O)N3CCCCC3)cn2C)cc1 | 0.0 | -5 | -9 | 4 | / | 7 | -4 | / | -1.4
C/C(=N\NC(=O)c1cc2ccccc2cc1O)c1cc2ccccc2o1 | 5.7 | -3 | -28 | 16 | 1 | -8 | 1 | ? | 3.9
Nc1ccc(S(=O)(=O)Nc2nccc(/C=C/c3ccccc3F)n2)cc1 | -0.2 | 9 | -14 | 0 | 1 | 1 | -6 | -9 | 0.3
COC(=O)c1ccc(NC(=O)C23CC4CC(C2)CC(n2cncn2)(C4)C3)cc1 | -0.2 | -1 | -21 | 0 | -3 | -9 | -1 | -9 | 1.1
CN(C)c1cccc(NC(=O)Cc2ccc(F)cc2)c1 | 0.1 | 9 | -3 | 0 | / | / | -2 | -20 | /
COc1ccc(OC)c(C(=O)NC(CC(N)=O)c2ccc(NCCN3CCCCC3)c([N+](=O)[O-])c2)c1 (stereo not drawn) | -0.8 | -4 | -16 | 3 | 3 | -2 | 7 | / | 0.0
O=C(CN1CCN(Cc2ccc(Cl)cc2)C1=O)NCCCN1CCOCC1 | -0.1 | -2 | 4 | 2 | 7 | -10 | -8 | / | -2.4
Cc1ccc(NC(=S)N2CCN(c3ccccn3)CC2)cc1C | -1.6 | -5 | -11 | 2 | -1 | -7 | -4 | 5 | 0.2
Cc1cc(C)c(S(=O)(=O)Nc2ccc(-c3ccc(N4CCC(C)CC4)nn3)cc2)cc1C | 0.5 | 5 | -10 | 1 | / | / | 0 | -21 | 1.1
COc1ccc(CCNC(=O)CCCn2nc(C)n3ccnc3c2=O)cc1OC | -0.1 | 4 | -4 | 2 | -23 | 0 | -2 | -4 | 0.5
CCOC(=O)c1c(NC(=O)C(=O)N/N=C/c2ccccc2OC)sc2c1CCCCC2 | 2.3 | 2 | -18 | 4 | 0 | 1 | -4 | -6 | 1.2
Cc1cc(NC(=O)CN2CCN(c3ccc(O)cc3)CC2)no1 | 0.6 | 10 | -1 | 0 | 2 | -26 | -8 | 0 | -0.5
CC(C)(C)OC(=O)N[C@H](C(=O)OC(C)(C)C)c1ccc2ccccc2c1 | 0.6 | 8 | / | -1 | -6 | 15 | 0 | / | -1.1
COc1ccc2c(c1)CCCC2NS(=O)(=O)OCC(Cl)(Cl)Cl (stereo not drawn) | 1.6 | 1 | -1 | -2 | -9 | -2 | -8 | / | 5.1
COCCNc1ncnc2c1cnn2-c1ccc(Cl)cc1 | 0.2 | 1 | -10 | 4 | / | / | -3 | -3 | /
COc1cc(OC)c(N2CC(C(=O)NCCC3=CCCCC3)CC2=O)cc1Cl (stereo not drawn) | 0.0 | -2 | -13 | 3 | -14 | -6 | -4 | -1 | -0.9
CCCOc1ccc(CNC(=O)C(CC)n2nc(C)c3sc4ccccc4c3c2=O)cc1 (stereo not drawn) | 0.3 | 0 | 8 | 1 | / | -4 | 2 | -23 | -0.1
Cc1cc(C)cc(NC(=O)C2CCN(c3nc(C)cc(C)n3)CC2)c1 | -0.1 | -3 | -14 | 1 | 9 | -5 | -6 | -6 | -0.1
Cc1ccc(S(=O)(=O)CC(=O)c2ccccc2[N+](=O)[O-])cc1 | 0.0 | -2 | -1 | 4 | 3 | 3 | 1 | -2 | 0.8
C=CCSc1nc2c(cc1C#N)CCC2 | -1.4 | -2 | 1 | 0 | -5 | 17 | 2 | 16 | -0.6

Single records, as listed above. Screens in order: TRHR agonist | TRHR PAM | D1 antagonist | D1 agonist | D2 antag | D2 potentiator | D1 potentiator | RXFP1 antagonist | D2 ag
`Cc1cc(NC(=O)CN2CCN(c3ccc(O)cc3)CC2)no1` in the list: 0.6 | 10 | -1 | 0 | 2 | -26 | -8 | 0 | -0.5
`C=CCSc1nc2c(cc1C#N)CCC2` in the list: -1.4 | -2 | 1 | 0 | -5 | 17 | 2 | 16 | -0.6

High-throughput results (PubChem BioAssay)

Hits appear at their usual frequency; 7.3% or so of the library scored in one or more.
